Assay outcomes: PubChem BioAssay, National Center for Advancing Translational Sciences (NCATS)
TRHR ag: activates the human TRH receptor; P34981; TRHR cells, calcium flux fluo-8, FDSS agonist mode; activation, % at 2 µM; actives 0.18% (n = 360,000); also: 0% is about no effect
Target sequence (P34981 whole entry, looked up): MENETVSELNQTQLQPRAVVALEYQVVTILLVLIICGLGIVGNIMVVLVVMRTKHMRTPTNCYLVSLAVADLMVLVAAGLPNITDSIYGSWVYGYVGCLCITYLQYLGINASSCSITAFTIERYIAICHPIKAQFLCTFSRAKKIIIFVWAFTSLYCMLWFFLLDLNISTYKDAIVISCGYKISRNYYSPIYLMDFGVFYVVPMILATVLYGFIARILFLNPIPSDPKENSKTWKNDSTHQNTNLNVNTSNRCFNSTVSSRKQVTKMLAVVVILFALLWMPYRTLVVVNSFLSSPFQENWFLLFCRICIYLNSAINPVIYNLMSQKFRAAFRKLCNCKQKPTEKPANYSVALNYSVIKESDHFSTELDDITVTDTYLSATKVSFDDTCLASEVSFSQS
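Agonist-mode FDSS calcium read (Ex 480/Em 530, 1 s cycles) in 1536-well TRHR cells with fluo-8 dye, after 10-cycle baseline and 23 nL compound addition; TRH at EC20 (10 nM final) added afterwards for the enhancer phase.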
TRHR enhancer: allosterically enhances the human TRH receptor | P34981 | TRHR cells, fluo-8 calcium fluorescence, EC20 TRH enhancement | enhancement, % at 2 µM | actives 0.66% (n = 360,000) | AID 493056; in the data active = enhancement above about 30%; also: 0% is about no effect
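TRHR-expressing cells loaded with fluo-8 calcium dye were read kinetically (ex 480/em 530) during compound addition, then stimulated with an EC20 of TRH (10 nM final). Enhancement of the Gq-mediated intracellular calcium response was scored.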
D2 agonist: agonists of human D2 dopamine receptor; HEK293 T-REx D2 cells, calcium flux agonist mode; activation, % at 2 µM; P14416; AID 485358; actives 0.53% (n = 340,000);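 active = activation over 3 SD above normal in the single-dose calcium agonist read, cut at about 30% in these data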; also: 0% is about no effect
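HEK293 Trex D2 cells, tetracycline-induced, o/n 30 C 5% CO2; no-wash Ca dye, RT 30–90 min; 10-cycle baseline, 23 nl cpd added, kinetic Ca read 180 s; agonist hits = positive Ca response.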
RXFP1 antagonist: RXFP1 (human) relaxin receptor antagonism | actives 0.59% (n = 350,000) | activity change, negative = inhibition, % at 57.5 µM | HEK293-RXFP1, relaxin-stimulated cAMP HTRF, 30 min; stronger effect = lower value | AID 1259400;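 active = activity change of -60% or lower, but not beyond a set lower limit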; also: % is scaled to controls: 0 for no effect and ±100 for the full control effect
D1 antag: human D1 dopamine receptor antagonism; P21728; HEK293 TREx D1 cells, calcium flux, dopamine EC80; stronger effect = lower value; activity change, negative = inhibition, % at 10 µM; actives 3.2% (n = 360,000); in the data active = activity change below about -30%; also: % is scaled to controls: 0 for no effect and ±100 for the full control effect
Target sequence (P21728 whole entry, looked up): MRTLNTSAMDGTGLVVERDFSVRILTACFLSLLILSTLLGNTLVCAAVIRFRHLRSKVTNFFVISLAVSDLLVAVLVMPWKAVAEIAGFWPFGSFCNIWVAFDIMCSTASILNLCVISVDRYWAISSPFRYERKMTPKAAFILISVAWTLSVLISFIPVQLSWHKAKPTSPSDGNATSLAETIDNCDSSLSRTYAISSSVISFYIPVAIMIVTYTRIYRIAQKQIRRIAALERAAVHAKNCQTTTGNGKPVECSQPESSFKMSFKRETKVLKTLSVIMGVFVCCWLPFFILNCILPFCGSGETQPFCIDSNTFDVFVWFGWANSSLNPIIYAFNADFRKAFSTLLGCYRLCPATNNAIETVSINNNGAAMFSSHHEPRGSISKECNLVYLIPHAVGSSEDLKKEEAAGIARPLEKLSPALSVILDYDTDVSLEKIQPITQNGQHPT
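Calcium flux readout: force-coupled, inducible Hek293 Trex D1 line, cells induced overnight at 30 C with tetracycline, dye-loaded 30–90 min at RT. Antagonism scored against EC80 dopamine challenge given 180 s after compound.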
D2 potentiator: positively modulates the human D2 dopamine receptor allosterically. potentiation, % at 10 µM. HEK293 T-REx D2, calcium flux, EC20 dopamine potentiation. P14416. actives 0.34% (n = 340,000);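 active = potentiation over 3 SD above the plate norm, cut at about 30% in these data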; also: 0% is about no effect
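Using a no-wash calcium dye in inducible, force-coupled HEK293 Trex cells expressing D2, we tracked fluorescence each second for 180 s after compound, then for 180 s after EC20 dopamine to detect augmented signalling.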
D1 potentiator: human D1 dopamine receptor positive modulation; AID 504651; potentiation, % at 10 µM; actives 0.036% (n = 360,000); P21728; HEK293 TREx D1 cells, calcium flux, dopamine EC20 potentiation; in the data active = potentiation above about 30%; also: 0% is about no effect
D1 agonist: activates the human D1 dopamine receptor. HEK293 T-REx D1 cells, calcium flux, agonist mode. P21728. activation, % at 2 µM. actives 1% (n = 360,000); also: 0% is about no effect
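Agonism was scored from calcium flux recorded over 180 s (1 read/s) after pintool compound addition, following a 10-cycle baseline. Cells were inducible force-coupled HEK293 TREx D1, plated overnight at 30 C and loaded with no-wash calcium dye.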
D2 antagonist: antagonists of human D2 dopamine receptor; inhibition, % at 10 µM; actives 2% (n = 340,000); P14416; HEK293 TREx D2 cells, calcium flux, dopamine EC80; in the data active = inhibition above about 30%; also: 0% is about no effect
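Compounds are added to dye-loaded, induced HEK293 T-REx cells coupled to calcium release via D2; after a 3 min kinetic read an EC80 dopamine stimulus is given and fluorescence is recorded for 3 more min.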
Active calls of the source: *; nt = not tested or not shown; & = joins results of further samples. Rule as the data show it, unless noted: active = activation above about 30%; inactive = the rest.

SMILES	TRHR ag	TRHR enhancer	D2 agonist	RXFP1 antagonist	D1 antag	D2 potentiator	D1 potentiator	D1 agonist	D2 antagonist
CC12COC3(C(=O)Nc4ccc5ccccc5c4)CC1CCC32C (configuration not stated)	-1.3	-1.0	-0.5	-3.1	53.8	4.5	14.2	-2.1	8.4
Cc1noc(C)c1CS(=O)(=O)c1ccc([N+](=O)[O-])cc1	0.4	-2.3	-0.9	12.4	-4.8	-2.5	-1.9	5.0	-10.3
COc1ccc(/C=N/N2CCN(Cc3ccccc3)CC2)cc1	-1.0	4.6	-0.1	-1.1	-0.1	-3.4	0.4	4.6	7.6
Cc1cccc(NC(=O)c2cccc(NC3=NC4CS(=O)(=O)CC4S3)c2)c1 (configuration not stated)	0.5	0.9	-0.4	2.6	10.2	5.7	-2.0	2.8	9.3
O=C(CSc1n[nH]c(-c2ccccc2)n1)N1CCOCC1	0.4	1.3	-0.3	-5.3	5.3	12.0	-4.9	1.6	7.3
CCOc1ccc(S(=O)(=O)NCC(c2ccco2)S(=O)(=O)c2ccc(C)cc2)cc1 (configuration not stated)	-0.4	18.4	0.4	-16.3	nt	13.9	5.2	7.8	nt
O=C1CC2C(=O)NCCN2C(=NC(=O)c2ccc(Cl)cc2)N1 (configuration not stated)	1.0	-3.2	0.2	-1.2	-18.9	8.0	-2.8	1.5	6.4
CCCCc1cc2c(c(NC(=O)CC)n1)c(=O)oc1ccccc12	-1.1	-1.5	nt	-0.3	-3.9	5.2	9.6	-0.2	nt
COc1ccc(CN2CSC(=S)N(Cc3ccc(OC)cc3)C2)cc1	0.2	-5.2	2.9	5.2	-22.2	-1.2	-6.8	3.9	-9.6
CCCCn1c(O)c(N=Nc2ccccc2O)c2ccccc21	8.6	-5.8	3.7	nt	-0.8	-4.2	2.3	30.1*	2.7

As entered above.
Cc1noc(C)c1CS(=O)(=O)c1ccc([N+](=O)[O-])cc1 in TRHR enhancer = -2.3
CCOc1ccc(S(=O)(=O)NCC(c2ccco2)S(=O)(=O)c2ccc(C)cc2)cc1 (configuration not stated) in D2 agonist = 0.4

Continued.
SMILES	TRHR ag	TRHR enhancer	D2 agonist	RXFP1 antagonist	D1 antag	D2 potentiator	D1 potentiator	D1 agonist	D2 antagonist
COCCNC(=O)c1cccc(OC2CCN(Cc3cccc(C(C)=O)c3)CC2)c1	0.4	1.5	1.4	-5.1	11.6	-5.6	-0.3	-2.9	6.3
O=C(NCC1CCCO1)c1ccc2c(c1)N(Cc1ccc(F)cc1Cl)C(=O)CS2 (configuration not stated)	-0.7	-3.6	0.7	4.5	-3.9	2.3	3.2	1.5	-20.9
O=c1/c(=C/c2ccc(O)cc2)sc2n1CCCN=2	0.2	-0.3	0.7	-9.5	4.3	19.6	-3.6	9.1	-15.4
Cc1ccccc1N=Nc1c(C)[nH]n(-c2ccccc2)c1=O	0.5	3.5	-0.1	-16.5	-0.1	1.2	-6.3	0.6	0.2
Cc1ccc(NC(=O)COC(=O)Cn2c(C)csc2=O)cc1C	-1.0	-0.5	0.9	3.6	-35.0*	-8.1	-1.8	2.7	-17.6
CC(C)C(c1nnnn1Cc1ccc(F)cc1)N1CCN(c2ccc(O)cc2)CC1 (configuration not stated)	0.4	-3.1	0.6	-4.7	5.7	-3.5	-1.2	2.8	-3.9
Cc1ccc(NC(=O)CN(C)S(=O)(=O)c2ccc3c(c2)n(C)c(=O)c(=O)n3C)c(C)c1	0.2&-1.2	-6.3&-0.4	-0.6&-0.3	50.1&0.5	0.0&17.6	-0.4&1.7	-1.6&1.1	2.0&2.3	0.5
Cc1[nH]n(-c2ccccc2)c(=O)c1C(c1ccccc1[N+](=O)[O-])C(C#N)C#N (configuration not stated)	-0.4	-4.0	1.2	4.7	4.2	13.7	-2.1	1.6	-16.3
COc1ccccc1NC(=O)N1CCC(c2nnc(SCC(N)=O)n2C)CC1	-0.5	-2.8	-1.3	2.8	-12.0	-4.0	-0.5	2.4	-26.5
COc1cccc(N2CCN(c3c4c(nc5nncn35)CCC4)CC2)c1	-0.4	-0.6	0.7	-6.1	0.2	10.3	0.7	1.9	nt
Cc1ccc(C(=O)NCCNC(=O)c2ccccn2)cc1	0.0	-7.7	-0.2	-4.6	0.2	-9.2	13.1	1.3	0.9
CCN(c1ccccc1)S(=O)(=O)c1ccc(Cl)c(NC(=O)COC(=O)C2CC2C)c1 (configuration not stated)	-0.4	2.2	0.5	-9.3	-31.1*	3.4	-3.0	7.2	-6.6
O=c1[nH]ncn1-c1ccc(Br)cc1	-0.6	20.9	0.6	6.7	2.2	7.3	1.9	1.0	-19.4
COc1ccc(C2NC(=O)NC(c3ccccc3)=C2c2nc3ccccc3s2)cc1 (configuration not stated)	-0.2	11.5	0.1	8.7	nt	-11.0	0.0	8.1	-10.8
Cc1ccccc1OCC(=O)N/N=C/c1ccc([N+](=O)[O-])o1	-0.7	1.1	nt	3.2	-0.1	nt	-8.1	4.9	nt
O=c1c2ccccc2[nH]c(=S)n1CCCN1CCOCC1	0.6	-0.4	-0.6	-9.6	nt	-11.5	-0.8	1.4	3.4
CCCn1c(=O)c(C(=O)NNC(=O)c2ccccc2[N+](=O)[O-])c(O)c2ccccc21	0.3	0.8	0.5	nt	-6.4	-15.2	-15.7	1.7	-2.9
CN1C(=O)/C(=C/c2ccccc2Cl)Sc2ccc(C(=O)NCc3cccnc3)cc21	0.7	-2.7	-0.1	21.1	-3.8	-5.1	-12.9	0.8	-19.9
Cc1ccc(-c2nnn(CC(=O)N(CC3CCCO3)C(C(=O)NC3CCCCC3)c3ccc(F)cc3)n2)o1 (configuration not stated)	-0.4	-1.7	0.2	3.8	2.5	2.5	4.9	0.4	-7.4
CCOC(=O)C1CCCN(C(=O)c2ccc3c(c2)N(Cc2ccccc2)C(=O)c2ccccc2S3(=O)=O)C1 (configuration not stated)	0.0	-3.5	-0.8	-14.4	-3.1	5.1	-4.0	6.3	nt

Arranged by value in D1 antag (falling): three of the compounds above
Compound,D1 antag
COc1cccc(N2CCN(c3c4c(nc5nncn35)CCC4)CC2)c1,0.2
COc1ccc(/C=N/N2CCN(Cc3ccccc3)CC2)cc1,-0.1
CN1C(=O)/C(=C/c2ccccc2Cl)Sc2ccc(C(=O)NCc3cccnc3)cc21,-3.8

Following part
SMILES	TRHR ag	TRHR enhancer	D2 agonist	RXFP1 antagonist	D1 antag	D2 potentiator	D1 potentiator	D1 agonist	D2 antagonist
O=C(O)c1ccc(Cl)c(S(=O)(=O)Nc2ccc(S(=O)(=O)Nc3cccc(Cl)c3)cc2)c1	-0.2	1.7	2.3	11.5	6.9	-10.7	-7.1	3.9	12.2
COc1cc(C)c(S(=O)(=O)N2CCN=C2c2ccccc2)cc1C	0.5	-1.0	-0.3	11.6	-6.2	0.1	-7.7	4.2	-1.2
COc1cccc(CNC(=O)C(Cc2ccccc2)NS(=O)(=O)c2ccc3c(c2)oc(=O)n3C)c1 (configuration not stated)	-0.4	-6.7	0.2	nt	-2.2	nt	-4.2	1.8	nt
CCCCCCC(=O)Cc1cc(OC)c(OC)cc1C=C(C(=O)OCC)C(=O)OCC	0.4	2.0	-0.3	nt	-13.8	-6.9	0.1	-0.8	14.3
O=C(Nc1nc2ccccc2[nH]1)c1ccccc1O	-0.3	-2.1	0.3	6.9	-3.4	0.4	-0.9	1.2	5.0
Cc1cc(C)c(O)c(-c2cc(C(=O)Nc3ccc(S(=O)(=O)N4CCOCC4)cc3)[nH]n2)c1	1.9	13.8	0.8	-2.8	-3.8	35.8*	6.0	6.2	-6.5
Cc1ccn2cc(CCNC(=O)C3CCCCC3)nc2c1	0.6	-0.5	-0.6	1.2	-10.4	2.8	-4.8	-2.3	-13.3
Cc1cc(C)c2nc(N3CCC(C(=O)N4CCN(C(=O)c5ccco5)CC4)CC3)sc2c1	-0.4	4.3	-1.1	-7.2	1.8	18.1	-3.0	7.6	-13.9
COc1cccc(N2C(=O)CC(Nc3ccc(N4CCOCC4)cc3)C2=O)c1 (configuration not stated)	-0.2	-5.8	0.1	-7.4	-16.8	2.2	-5.6	1.1	-3.1
CC(C)OP(=O)(c1ccc(N(C)C)cc1)C(O)c1ccc(C(C)C)cc1 (configuration not stated)	-0.1	-9.2	0.4	-0.2	2.4	-0.3	1.4	2.4	-8.1

Only RXFP1 antagonist, D2 agonist and D1 potentiator (3 entries from above):
compound | RXFP1 antagonist | D2 agonist | D1 potentiator
CCCCCCC(=O)Cc1cc(OC)c(OC)cc1C=C(C(=O)OCC)C(=O)OCC | nt | -0.3 | 0.1
O=C(Nc1nc2ccccc2[nH]1)c1ccccc1O | 6.9 | 0.3 | -0.9
Cc1cc(C)c(O)c(-c2cc(C(=O)Nc3ccc(S(=O)(=O)N4CCOCC4)cc3)[nH]n2)c1 | -2.8 | 0.8 | 6.0

(listing goes on)
SMILES	TRHR ag	TRHR enhancer	D2 agonist	RXFP1 antagonist	D1 antag	D2 potentiator	D1 potentiator	D1 agonist	D2 antagonist
CCCN(c1ccc(OCC)cc1)S(=O)(=O)c1ccc2c(c1)NC(=O)CO2	0.2	15.3	-4.0	-11.9	-1.2	-5.6	-2.5	1.0	-14.9
CCN(CC(=O)Nc1cc(Cl)ccc1C)C(=O)CCS(=O)(=O)c1ccc(C)cc1	-0.6	3.0	-0.3	-10.1	10.6	-19.0	0.1	2.0	7.5
Cc1ccc(-n2ccn(CC(=O)c3ccc(F)cc3)c(=O)c2=O)cc1C	-0.6	-1.1	-0.5	19.5	-1.1	nt	-3.0	2.9	nt
Cc1cc(C(=O)N/N=C/c2cccn2C)no1	0.0	3.8	-0.1	-3.0	-0.9	10.2	-0.1	-0.2	-9.1
Oc1ccc(-c2nnc(SCC3CCCCC3)o2)cc1	0.2	7.7	-0.3	1.7	2.6	4.1	-0.3	11.1	4.3
COc1ccc(NC(=O)c2cc([N+](=O)[O-])nn2Cc2ccccc2)c(C)c1	0.3	-2.6	0.1	10.9	18.1	0.0	-0.8	1.4	-7.0
O=C(Nc1ccncc1)c1c(F)cccc1F	0.1	3.8	3.8	-0.2	3.8	10.8	-2.1	2.6	-14.0
Cc1ccc(S(=O)(=O)N2CCC(O)(c3cccnc3)CC2)cc1	-0.4	5.0	0.3	13.4	-8.0	-4.6	-7.3	0.8	-10.6
CC(C)C(=O)Nc1ccccc1C(=O)OCC(=O)c1ccc2c(c1)OCCO2	-0.5	-20.9	-1.2	-2.3	1.9	-1.2	3.4	3.6	-10.5
COc1cccc(N(CC(=O)N/N=C(\C)c2cccs2)S(C)(=O)=O)c1	0.0	2.2	0.0	-12.1	8.3	2.8	8.3	3.3	0.3
